aSyn 5UTR inh – MLPCN primary screen, SNCA 5' untranslated region. alpha-synuclein 5'UTR reporter, inhibitor activity. inhibition, % (tested at 7.5 µM). 0.82% of 300,000 active; in the data active = inhibition above about 60%;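 note: H4 neuroglioblastoma cells stably carrying SNCA 5'UTR luciferase fusion; 0% = DMSO wells and 100% = positive control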
AI-2 QS mod – Vibrio harveyi AI-2 quorum sensing modulators, primary screen, JMH597 strain, luminescence/OD600 ratio; Vibrio harveyi JMH597 AI-2 luminescence/OD600 ratio, 9 h; active compounds read low; strain lacks LuxN and CqsS sensors; 0 = neutral-control median; activity change, % at 7.5 µM; 0.4% of 300,000 active; in the data active = activity change below about -75%, passing the limit was not always enough;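 note: luminescence divided by OD600 gain over 9 h not by final OD600 alone; inactives centre near 13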
HSF1 inh – HSF1 inhibitors in luciferase reporter cells, primary screen, cell-based, NIH3T3, luminescence; NIH3T3-HGL HSE-luciferase, MG132-induced, luminescence 8 h; active compounds read low; AID 2098, 2009; activity change, negative = inhibition, % at 7.5 µM (by protocol); 0.77% of 300,000 active;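 active = more than half of replicate wells show activity change below -50%, luminescence cut by over half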;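 note: luciferase reports HSF-1 transcriptional activity via heat shock element; 0% = median of DMSO wells and -100% = zero luminescence signal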
GSK3A inh – blockers of GSK3A enzyme activity – biochemical, luminescence, cell-free homogeneous, HTS, primary screen. Glycogen synthase kinase-3 alpha (Homo sapiens), P49840. GSK-3 alpha kinase, ADP-Glo luminescence, 60 min. inhibition, % at 10 µM. 0.1% of 320,000 active. AID 2650, 2010;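 in the data active = inhibition above about 50%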;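 note: GST-tagged GSK-3 alpha with peptide substrate and 25 µM ATP; 0% = DMSO neutral wells and 100% = GW8510 positive control wells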
Target sequence (P49840 whole entry, looked up): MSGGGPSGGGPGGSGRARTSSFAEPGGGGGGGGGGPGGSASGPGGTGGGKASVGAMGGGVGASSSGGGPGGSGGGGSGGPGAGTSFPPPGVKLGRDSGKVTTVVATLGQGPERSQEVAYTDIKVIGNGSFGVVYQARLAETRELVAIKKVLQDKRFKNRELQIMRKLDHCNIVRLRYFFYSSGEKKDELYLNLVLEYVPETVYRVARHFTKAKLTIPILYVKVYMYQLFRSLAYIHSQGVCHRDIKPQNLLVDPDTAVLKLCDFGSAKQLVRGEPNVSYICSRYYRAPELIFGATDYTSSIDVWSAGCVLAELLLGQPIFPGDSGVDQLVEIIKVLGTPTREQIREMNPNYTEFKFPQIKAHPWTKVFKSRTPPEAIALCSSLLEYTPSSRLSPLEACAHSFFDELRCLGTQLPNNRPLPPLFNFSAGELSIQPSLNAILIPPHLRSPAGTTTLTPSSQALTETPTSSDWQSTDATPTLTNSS
HSP90 refold inh – HSP90 inhibitors, primary screen, cell lysate, luminescence. Heat shock protein HSP 90 (rabbit reticulocyte lysate; luciferase refolding). Rabbit reticulocyte lysate, luciferase refolding luminescence, 3 h. inhibition, % at 5.6 µM. 0.91% of 290,000 active;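 active = inhibition above the screen-wide mean plus 3 SD, computed separately per campaign, cut at about 16% in these data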;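 note: 0% = DMSO wells and 100% = 60 µM geldanamycin wells; inhibitors lower the luminescence because luciferase stays unfolded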
PolyA inh – polyadenylation inhibitors in yeast reporter cells, primary screen, luminescence, S. cerevisiae. 0.02% of 300,000 active. S. cerevisiae SKY197-pL101 polyadenylation reporter, beta-gal luminescence; efflux-impaired pdr1/pdr3 knockout yeast; score 100 = 6 SD above DMSO. calls only at 12 µM;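 active = lowest replicate activity score at least 50, where 100 means six control SD above control mean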;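 note: yeast exposed to compound for 9 h at 30 °C; higher score means more reporter readthrough which indicates perturbed polyadenylation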
KLF5 inhibitor – KLF5 expression inhibitors, primary screen, DLD-1 cells, luminescence; DLD-1 KLF5 promoter-luciferase reporter; inhibition, % at 5 µM; 0.23% of 290,000 active;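 active = inhibition above a per-plate limit of that plate's mean compound inhibition plus 3 SD, cut at about 60% in these data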;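 note: 0% = DMSO wells and 100% = LY294002 at 200 µM; higher means less KLF5 promoter-driven luciferase light; inactives centre near -14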
IEC-6 cytotox – cytotoxicity in IEC-6 intestinal epithelial cells, primary screen, cytotoxicity control for KLF5 inhibitor project, cell-based, luminescence; inhibition, % at 5 µM; 0.78% of 290,000 active; IEC-6 cytotoxicity, luminescence viability; in the data active = inhibition above about 22%;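 note: 0% = plate median of test compound wells and 100% = cytotoxic reference compound wells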
GSK3B inh – human GSK3beta kinase inhibitors, primary screen, biochemical, cell-free homogeneous, HTS. Glycogen synthase kinase-3 beta (Homo sapiens), P49841. activity score (negative = inhibition), % at 10 µM. GST-GSK3beta kinase, ADP-Glo luminescence, 60 min; active compounds read low. 0.038% of 300,000 active;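 active = more than half of replicate wells score below -50%, meaning over 50% inhibition versus plate controls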;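 note: 0% = median DMSO wells and -100% = median GW8510 positive control wells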
Target sequence (P49841 whole entry, looked up): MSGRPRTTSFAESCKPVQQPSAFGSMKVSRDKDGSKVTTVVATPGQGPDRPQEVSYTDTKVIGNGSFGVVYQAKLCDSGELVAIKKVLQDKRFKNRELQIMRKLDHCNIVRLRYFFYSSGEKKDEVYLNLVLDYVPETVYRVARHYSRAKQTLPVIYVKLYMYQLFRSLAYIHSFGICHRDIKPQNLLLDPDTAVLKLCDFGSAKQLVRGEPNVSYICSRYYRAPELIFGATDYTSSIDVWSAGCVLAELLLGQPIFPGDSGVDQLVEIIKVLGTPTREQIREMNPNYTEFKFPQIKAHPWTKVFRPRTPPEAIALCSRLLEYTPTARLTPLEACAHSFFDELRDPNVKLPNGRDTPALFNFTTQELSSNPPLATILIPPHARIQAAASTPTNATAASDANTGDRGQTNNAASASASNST
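Assay system: GST-fused GSK3beta enzyme, cell-free / Medium: Tris pH 7.5 buffer with MgCl2, DTT, BSA, heparin / Also added: peptide substrate plus 25 µM ATP (final) / Compound: 10 µM single point / Timing: kinase reaction with compound 60 min at room temperature / Detection: ADP-Glo luminescence / Benchmarks: DMSO neutral wells and GW8510 at 20 µM as positive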
HSF1 activator – HSF-1 activators, primary screen, NIH3T3-HGL cells, MG132 stress, luminescence, single point. NIH3T3-HGL HSF-1 luciferase reporter, 8 h; 100% = twice DMSO control signal. 1.7% of 300,000 active. activation, % at 9 µM;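 active = mean replicate activation of at least 50% with a set share of replicates each reaching 50%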;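 note: 0% = median of the neutral control wells and 100% = twice that signal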
An asterisk follows results filed as active; i = inactive; · = no result given. A portion of the library, so the mix of outcomes need not match the whole.

Order of values – GSK3A inh, PolyA inh, GSK3B inh, AI-2 QS mod, KLF5 inhibitor, aSyn 5UTR inh, HSF1 inh, HSF1 activator, IEC-6 cytotox, HSP90 refold inh
- Cc1ccc(NC(=O)Cn2cc(S(=O)(=O)c3ccc(F)cc3)c(=O)c3cc(F)ccc32)cc1
    ·, i, 2, 14, 15, 18, 1, 3, 6, -1
- O=C(CN1C(=O)/C(=C/c2cccc(Cl)c2)SC1=S)NC1C=CS(=O)(=O)C1 (centres undefined)
    -1, i, 1, 4, -9, -7, 10, -7, 8, 4
- CC(C)OC(=O)Nc1ccc2c(c1)N(C(=O)N1CCN(C)CC1)c1ccccc1CC2
    1, i, 1, 10, -55, -62, 11, 13, 35*, 4
- Cc1cc(C2C(=O)C(C(=O)c3ccc(Cl)cc3)C(=O)CC2(C)C)on1 (centres undefined)
    0, i, -1, 14, 13, -12, 11, 45, 1, 3
- COc1cc(/C=C(\NC(=O)c2ccccc2)C(=O)NCCO)c([N+](=O)[O-])cc1OC
    -1, i, 3, 1, 0, -10, -4, 2, -2, -4
- Cc1occc1-c1nnc(SCC(=O)Nc2ccccc2)n1CCc1ccccc1
    -2, i, -5, 37, 3, 35, 3, 15, -4, 0
- COc1ccc(C(=O)Nc2ccc(N3CCN(C(C)=O)CC3)cc2)cc1[N+](=O)[O-]
    1, i, 0, 9, -7, -6, -6, 0, -3, 1
- NC(=O)c1ccccc1NC(=O)/C=C/c1cccc(Cl)c1
    -1, i, -1, 4, -88, -133, 7, -2, -10, -3
- CCCc1ccc(OCC(O)CN2CCc3ccccc3C2)cc1 (centres undefined)
    -2, i, 2, -33, -10, 12, 3, 2, 0, 0
- Cc1cccc(S(=O)(=O)N2CCN(Cc3ccc4c(c3)OCO4)CC2)c1
    -1, i, -3, 16, -3, 12, -9, -3, 0, 1

Full records as entered above. Order of screens: GSK3A inh, PolyA inh, GSK3B inh, AI-2 QS mod, KLF5 inhibitor, aSyn 5UTR inh, HSF1 inh, HSF1 activator, IEC-6 cytotox, HSP90 refold inh
`CCCc1ccc(OCC(O)CN2CCc3ccccc3C2)cc1` (centres undefined) in the list: -2, i, 2, -33, -10, 12, 3, 2, 0, 0
`Cc1cccc(S(=O)(=O)N2CCN(Cc3ccc4c(c3)OCO4)CC2)c1` in the list: -1, i, -3, 16, -3, 12, -9, -3, 0, 1

Additional structures follow.
Order of values – GSK3A inh, PolyA inh, GSK3B inh, AI-2 QS mod, KLF5 inhibitor, aSyn 5UTR inh, HSF1 inh, HSF1 activator, IEC-6 cytotox, HSP90 refold inh
- CCCS(=O)(=O)c1nc(S(=O)(=O)c2ccc(C)cc2)c(N2CCc3ccccc3C2)s1
    -1, i, 0, 18, 15, -31, 25, 54*, 6, -4
- S=c1[nH]cc(-c2ccc(Cl)cc2)n1-c1ccccc1
    1, i, -1, 32, -38, 11, 0, 20, -5, 4
- CCOc1ccc(CN(C)c2nc(-c3cccnc3)nc3ccccc23)cc1OC
    0, i, 3, 20, -3, 2, -3, 8, 10, -2
- CCOC(=O)N1C(=O)c2cc(OC)ccc2S1(=O)=O
    -3, i, 2, 31, -13, 1, -3, -4, -1, 5
- Cn1cc(C(=O)N/N=C/C2=C(N3CCOCC3)C(=C\c3ccccc3)/CC2)ccc1=O
    0, i, 1, 14, -10, 21, 12, 23, 1, -5
- Cc1cccc(NC(=O)COC(=O)C2C3CC4OC(=O)C2C4C3)c1C (centres undefined)
    2, i, -3, -15, -35, -16, -13, -15, 2, -1
- Cc1cc(C)c(-c2cc(NC(=O)COC(=O)c3ccc(CO)cc3)n(-c3ccccc3)n2)cc1C
    -2, i, -1, 7, 17, 3, 1, 11, 0, 0
- COC(=O)c1c(NC(=O)CN2CCN(C(=O)c3ccco3)CC2)c2c(C)cccc2n1C
    -3, i, -1, 18, 18, 3, -3, 16, 0, 1
- Cc1ccc(Cn2c(=O)c3cccnc3n(CC(=O)Nc3cccc(C(F)(F)F)c3)c2=O)cc1
    -1, i, 3, 19, -30, 6, 0, -22, 2, -4
- COc1ccc(CCN2CC(C(=O)NCc3cnn(C(C)C)c3)CCC2=O)cc1 (centres undefined)
    -1, i, -1, 1, -4, 2, -2, -2, -6, -3
- O=C(Nc1ccncc1)C1CC(=O)N(c2ccc(F)cc2)C1 (centres undefined)
    1, i, 0, 9, 1, 1, -5, 17, 5, 2
- COc1ccc(CN(CCC#N)CCC2(c3ccccc3)CC(C)N(C)CC2C)cc1OC (centres undefined)
    -2, i, 4, 23, -22, -15, -4, 5, 1, -2
- CCCCc1nc(Cl)c(C#N)c2c1CCCC2
    -1, i, -11, 14, -28, 17, -4, 6, -1, -2
- C=C(C)Cn1c(N2CCCC2)nc2c1c(=O)[nH]c(=O)n2C
    0, i, -1, 21, 6, 15, -3, -1, -1, 0
- O=C(CSc1nnc2n1CCCCC2)Nc1ccc(N2CCOCC2)cc1
    2, i, 0, 23, -16, -4, -9, -16, -2, 0
- O=C(c1ccc(C(=O)N2CCCc3ccccc32)s1)N1CCCc2ccccc21
    -3, i, 1, 19, -13, 7, 9, 31, -6, -2
- O=C(CSc1nc2ccccc2c(=O)[nH]1)Nc1cccc([N+](=O)[O-])c1
    -2, i, -2, 18, -21, -9, 25, 45, 0, 1
- CC(C)(C)C(=O)COC(=O)c1c2c(nc3ccccc13)CCC2
    -1, i, -3, 19, -6, -23, 4, 17, 4, -1
- CS(=O)(=O)c1ccc(Oc2ccc(-c3nnco3)cc2)c([N+](=O)[O-])c1
    -2, i, -1, 39, -22, 10, -1, -5, -5, -1
- CCCN1Cc2cccc(C(=O)Nc3ccc(C)cc3)c2C1=O
    -1, i, 0, 20, -2, -1, -2, 32, -6, 2
- O=[N+]([O-])/C(C(Cl)=C(Cl)Cl)=C(\Nc1ccc(F)cc1)n1cncn1
    -2, i, 0, 6, -32, -102, -32, -42, 0, 2
- CC(C)Cc1cc(CNC(=O)C2CCC(=O)N(Cc3cccc(C(F)(F)F)c3)C2)on1 (centres undefined)
    0, i, 2, -1, -28, 4, 5, -8, 3, 3
- CC(CN1CCOCC1)OC(=O)Cc1ccc(Cl)cc1 (centres undefined)
    -8, i, 0, 17, -46, 24, -1, 1, -9, -1
- CN(C)CCCNC(=O)c1cc(C(=O)Cc2ccc(Cl)cc2)c[nH]1
    0, i, 4, 4, -33, 5, -1, -5, 2, 1
- CCOC(=O)c1c(NC(=O)C(C)S(=O)(=O)c2cn(CC)c3ccccc23)sc2c1CCCC2 (centres undefined)
    -2, i, 2, 25, 10, 27, 9, 1, 0, -3
- O=C(CSc1nc2ncc(Br)cc2[nH]1)c1cccc([N+](=O)[O-])c1
    1, i, 2, 33, 3, 2, 19, 23, 7, 4
- CC(C)NC(=O)CN1C(=O)c2cccc3cccc1c23
    -1, i, 2, 13, 11, 1, -6, -2, 4, -3
- COc1ccc(CN2CCN(Cc3c[nH]c4ccccc34)CC2CCO)cc1C (centres undefined)
    -2, i, 2, 13, -14, 4, -6, 17, 5, 0
- CCc1nn(CC(=O)NCCCN(CC)Cc2ccccc2)c(=O)c2cc3sccc3n12
    -5, i, -1, 11, 7, -8, -1, -1, -17, 0
- CCOC(=O)c1ccc(Nc2c(CC)c(C)nc3ncnn23)cc1
    0, i, 0, 0, 18, 24, -3, 9, 4, 2
- O=C(COc1ccccc1)Nc1ccc2c(c1)nc1n2CCSC1
    0, i, 1, -2, -65, -125, 11, 22, 3, -1
- CCc1c(C)sc(NC(=O)c2cc(C3CC3)on2)c1C#N
    -2, i, -23, 19, ·, -27, -3, -16, ·, ·
- O=C(O)c1cccnc1SC1CC(=O)N(c2ccccc2)C1=O (centres undefined)
    -1, i, -1, 8, 8, 3, 1, -5, -6, -1
- COC(=O)CN1C(=O)N/C(=C/c2cc3c(cc2OC)OCO3)C1=O
    -2, i, 1, 6, -26, 11, 0, -3, 8, 1
- CCOc1ccc(CN2CCN(Cc3[nH]c4ccccc4c3C)CC2CCO)cc1 (centres undefined)
    -1, i, 0, 2, -17, 8, -1, -3, 6, 1
- CC(Oc1ccc(Cl)cc1Cl)c1nc(-c2ccc(NC(=O)c3ccncc3)cc2)no1 (centres undefined)
    0, i, 1, 4, -14, -6, 15, 25, 1, 3
- O=C(CN1CCN(c2ccccc2)CC1)N1CCN(c2ccccc2)CC1
    0, i, 2, 10, 0, 28, 8, 10, -4, 2
- CN(C)C(/C=C/Nc1ccc(F)cc1F)=C(C#N)C#N
    4, i, -1, 2, 15, 12, -5, -4, -12, -1
- Cn1ccnc1C(=O)c1cccc([N+](=O)[O-])c1
    0, i, 2, 13, -28, -30, -2, 2, -2, -2
- Cc1ccc(S(=O)(=O)c2c(C)cc(C)nc2Cl)c(C)c1
    1, i, 3, 15, 11, 33, -4, -11, 8, 3
- O=[N+]([O-])c1ccc(C(O)C[n+]2ccccc2)cc1 (centres undefined)
    -3, i, -3, 5, -16, -11, -5, 2, 3, 0
- COC(=O)CS(=O)(=O)c1ccsc1C(=O)Nc1ccc(F)c(F)c1
    0, i, -1, 24, -19, 12, 0, 3, -5, 2
- O=[N+]([O-])c1cc([N+](=O)[O-])c(Oc2cc(Cl)ccc2Cl)cc1NC1CCCCCCC1
    -2, i, 1, 14, -12, 27, -6, -2, -2, 2
- Cc1c(S(=O)(=O)Nc2cccc(Cl)c2)c(=O)n(C)c(=O)n1C
    -1, i, 0, 14, -23, 15, 5, 0, -12, -4
- Cc1csc2nc(CSc3ccc(Cl)cc3)cn12
    0, i, 2, 23, -150, -103, 72, 67*, 2, -1
- Cc1oc(-c2ccccc2)[n+]([O-])c1C
    3, i, -2, 7, 11, 8, -2, 11, -1, 0
